# M1 antagonist: blocks the rat M1 muscarinic receptor response to acetylcholine; P08482; CHO-M1 cells, Fluo-4 calcium, ACh EC80 antagonist mode; stronger effect = lower value; B-score at 10 µM; 64,000 tested, 3.4% active;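 active = calcium fluorescence response, raw or row-and-column corrected B-score, differing from the plate sample mean either way at a set confidence level, mostly lower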
# HER2 expr 66K: inhibitors of human Her2 kinase expression; P04626; SKBR-3 HER2 protein level, AlphaScreen, 18-24 h; stronger effect = lower value; HER2 level % of control, % at 10 µM; 65,000 tested, 0.69% active; AID 645;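 active = HER2 level under 5% of the carrier-only control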;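 note: 100% = DMSO carrier and 0% = 500 nM PU-H71 HSP90 inhibitor; lower value means stronger loss of Her2 protein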
# S1P1 ag pot: agonists and agonism potentiators of human S1P1 receptor | P21453 | S1P1 CRE-bla cells, forskolin, beta-lactamase FRET, potentiator mode; S1P1 agonist co-added at EC20, 2 nM; 100% = saturating reference agonist, 0% = basal | activation, % at 9.5 µM | 56,000 tested, 0.57% active;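 active = activation above a cutoff set at the mean activation of all tested compounds plus 3 SD, cut at about 54% in these data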;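 note: forskolin at 4 µM as EC80 and the EC20 agonist is SEW2871; 100% = SEW2871 at its EC100 plus forskolin at EC80; some compounds past the cut are filed as inactive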
# HEK293 NFkB inh: lowers PMA/ionomycin-induced NF-kB signal in HEK293 cells; 62,000 tested, 0.21% active; HEK-293 NF-kB luciferase reporter, luminescence; inhibition, % at 3 µM; AID 465;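 active = inhibition above the mean of all tested compounds plus 3 SD, cut at about 40% in these data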;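 note: 0% = stimulated DMSO wells and 100% = 10 µM reference inhibitor 5653914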
#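 System – HEK-293 cells with stable firefly luciferase reporter driven by four HIV NF-kB elements · Doses – one dose, 3 µM · Schedule – 1 h compound pre-incubation, 16 h PMA/ionomycin at 37 °C · Technique – luminescence from luciferase substrate reagent · Measure – percent inhibition normalized per plate to DMSO and reference-inhibitor controls · Replicates – tested once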
# M1 agonist: M1 muscarinic receptor agonism. CHO-M1 cells, Fluo-4 calcium fluorescence, agonist mode; stronger effect = higher value. B-score at 10 µM. 64,000 tested, 3% active;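 active = fluorescence rise, raw or as B-score row- and column-corrected plate score, outside the 99.7% band of its plate's samples, either direction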
# S1P3 ag: S1P3 (human) receptor agonism | S1P3 NFAT-BLA reporter cells, FRET ratio; relative to 1 µM S1P, basal subtracted | activation, % at 4.5 µM | 60,000 tested, 0.1% active;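 active = activation above the screen-wide mean plus 3 SD, cut at about 4.5% in these data, passing the limit was not always enough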; note: some compounds called inactive have numbers as strong as hits
# Target sequence (Q99500 whole entry, looked up): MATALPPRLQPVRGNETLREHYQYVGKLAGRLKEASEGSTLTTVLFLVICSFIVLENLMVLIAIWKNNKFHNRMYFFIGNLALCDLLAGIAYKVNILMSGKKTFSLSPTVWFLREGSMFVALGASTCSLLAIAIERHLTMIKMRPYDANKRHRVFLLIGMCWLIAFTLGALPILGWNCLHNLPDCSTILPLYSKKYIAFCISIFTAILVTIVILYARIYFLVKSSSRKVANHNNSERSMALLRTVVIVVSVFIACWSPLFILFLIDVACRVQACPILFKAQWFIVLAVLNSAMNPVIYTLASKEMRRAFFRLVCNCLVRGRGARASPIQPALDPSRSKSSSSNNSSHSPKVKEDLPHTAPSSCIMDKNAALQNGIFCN
#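 Assay system: CHO cells stably expressing human S1P3, Gα16 and NFAT-β-lactamase reporter. Timing: overnight plating, 4 h compound 37 °C, 2 h substrate RT. Signal: β-lactamase FRET emission ratio 460/535 nm. Measure: percent activation versus median 1 µM S1P response, basal-subtracted, per plate. Repeats: primary screen single test, confirmation screen in triplicate.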
# 5HT1E ag: activates the human 5-HT1E serotonin receptor; P28566; CHO 5-HT1E Ga15 NFAT-bla reporter, FRET; 0% DMSO wells, 100% control agonist wells; activation, % at 6 µM; 65,000 tested, 0.69% active; AID 574;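 active = activation above a set limit, the screen-wide mean activation plus 3 SD, cut at about 8.5% in these data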;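 note: 100% = positive control agonist at 1 µM giving full maximal response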
# Target sequence (P28566 whole entry, looked up): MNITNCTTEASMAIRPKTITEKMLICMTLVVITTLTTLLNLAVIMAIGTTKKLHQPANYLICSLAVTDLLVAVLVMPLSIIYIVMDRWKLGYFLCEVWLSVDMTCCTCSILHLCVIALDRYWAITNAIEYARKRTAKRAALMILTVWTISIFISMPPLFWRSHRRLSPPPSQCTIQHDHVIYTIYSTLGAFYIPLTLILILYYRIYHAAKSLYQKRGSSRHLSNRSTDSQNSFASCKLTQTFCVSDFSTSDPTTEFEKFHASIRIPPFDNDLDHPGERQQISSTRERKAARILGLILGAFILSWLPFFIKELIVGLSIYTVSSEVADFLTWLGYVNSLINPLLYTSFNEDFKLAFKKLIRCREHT
# 5HT1E antag: 5-HT1E (human) receptor antagonism | AID 571 | CHO 5-HT1E Ga15 NFAT-bla reporter, FRET, antagonist | 65,000 tested, 0.99% active | inhibition, % at 6 µM;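 active = inhibition above a set limit, the mean inhibition across every tested compound plus 3 SD, cut at about 29% in these data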;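 note: signal is the 460 over 535 nm emission ratio of beta-lactamase substrate; 0% = agonist plus DMSO wells and 100% = wells without agonist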
# Jurkat viability: cytotoxic compounds reducing Jurkat cell viability; inhibition, % at 4 µM; 56,000 tested, 1.2% active; Jurkat E6.1 viability, ATP luminescence, 48 h;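 active = inhibition above the mean inhibition of all tested compounds plus 3 SD, cut at about 28% in these data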
# * hit, by the source's call; / = not tested or not shown.
# The opening four compounds (preview)
SMILES,M1 antagonist,HER2 expr 66K,S1P1 ag pot,HEK293 NFkB inh,M1 agonist,S1P3 ag,5HT1E ag,5HT1E antag,Jurkat viability
N#CCCn1cc(C(CC(=O)c2ccc(Br)cc2)C(=O)O)c2ccccc21 (centres undefined),-0.099,103,22,21,-0.4,-1.4,0.9,10,4
COc1ccc(C(=O)c2oc3ccccc3c2N)cc1,-1.2,/,-10,-30,0.12,0.0,0.8,8,3
COCCCNC(=O)C1CCN(c2ncccn2)CC1,-0.14,67,-4,10,2.6*,-0.3,0.2,-8,4
CC1(C)CC(=O)C2=C(C1)N1CCCCC1CC2=O (centres undefined),0.66,94,-8,19,0.28,-1.5,-0.1,0,7

# The whole of this part, from the first entry:
SMILES,M1 antagonist,HER2 expr 66K,S1P1 ag pot,HEK293 NFkB inh,M1 agonist,S1P3 ag,5HT1E ag,5HT1E antag,Jurkat viability
N#CCCn1cc(C(CC(=O)c2ccc(Br)cc2)C(=O)O)c2ccccc21 (centres undefined),-0.099,103,22,21,-0.4,-1.4,0.9,10,4
COc1ccc(C(=O)c2oc3ccccc3c2N)cc1,-1.2,/,-10,-30,0.12,0.0,0.8,8,3
COCCCNC(=O)C1CCN(c2ncccn2)CC1,-0.14,67,-4,10,2.6*,-0.3,0.2,-8,4
CC1(C)CC(=O)C2=C(C1)N1CCCCC1CC2=O (centres undefined),0.66,94,-8,19,0.28,-1.5,-0.1,0,7
Clc1ccccc1-c1nnc2sc(-c3ccccn3)nn12,-0.59,88,-28,0,0.64,0.3,0.2,3,-1
Cc1nc2cc(NC(=O)COc3ccc(C#N)cc3)ccc2n1-c1ccccc1,-0.92,97,7,4,0.27,-0.3,0.0,-7,1
Fc1ccc(-c2nc3nc4ccccc4nc3n2Cc2ccco2)cc1,0.037,63,30,-26,0.17,-0.7,0.0,-2,5
Cc1ccc(-c2nnc3sc(C4COc5ccccc5O4)nn23)cc1 (centres undefined),-3.4*,98,-10,2,0.31,-0.6,-0.8,6,-3
CCOC(=O)CSc1nnc(CNC(=O)c2ccc(OC)c(OC)c2)n1C,0.44,118,-8,17,-0.2,-0.9,-0.2,2,2
CC(C)C(c1nnnn1Cc1ccco1)N1CCN(c2cccc(Cl)c2)CC1 (centres undefined),-0.013,99,13,18,-0.27,-1.4,-0.6,-4,-1
CCOC(=O)c1[nH]c(C)c(C(=O)Nc2ccc(C)c(Cl)c2)c1C,-0.47,86,6,8,-0.73,-0.1,0.8,-7,6
Cn1cccc1Cc1nnc(SCC(=O)NCc2ccccc2)n1-c1ccc(F)cc1,0.29,92,-6,16,0.77,-1.2,-0.2,-7,7
CCC(C)NC(=O)C1CCC(=O)N1Cc1ccc(C)cc1 (centres undefined),1,113,-14,4,-0.2,-0.4,-0.5,-2,-3
Cc1cc2oc(=O)cc(COC(=O)c3cccc(N(C)C)c3)c2cc1C,-0.079,98,-6,-2,-1.9,0.5,-1.0,-4,-2
O=C(C1CCN(S(=O)(=O)c2cccnc2)CC1)N1CCN(C2CCCC2)CC1,0.033,120,/,12,-0.68,/,-0.1,5,/
CCCCOC(=O)CCc1n[nH]c(=O)[nH]c1=O,-0.46,89,/,9,0.28,-0.8,1.1,-2,-2
C/C=C/COC(=O)c1[nH]c2c(c1C)C(=O)CC(c1ccc(N(C)C)cc1)C2 (centres undefined),0.17,90,33,10,-0.66,-0.8,-0.3,-8,0
O=C(Cn1c(-c2cncs2)nc2ccccc21)NC1CCCC1,-0.25,123,-7,22,0.59,0.4,-0.5,2,0
O=C(CCS(=O)(=O)c1ccc(Br)s1)NCc1cccs1,-0.16,77,-10,-4,-0.15,-0.3,0.7,-1,-1
Cc1cc(N2CCN(C)CC2)nc2ccc(NC(=O)c3ccc(Br)o3)cc12,-2.4,191,/,-2,-0.35,/,0.3,0,/
COC(=O)C1C(=O)c2c(n[nH]c2C)CC1(C)C (centres undefined),0.37,81,-5,13,0.25,-1.1,-0.5,6,11
N#CC1=C(SCc2ccccc2)NC2=C(C(=O)CCC2)C1c1ccc2c(c1)OCO2 (centres undefined),1,96,16,/,-1,-5.3,-1.0,5,/
O=C(O)c1cn[nH]c1-n1cnnn1,/,95,-8,14,/,-1.3,-0.3,-1,-6
CCc1nnc(NC(=O)CSc2nnc(Cc3cccn3C)n2CCOC)s1,-0.27,103,-17,3,-0.48,0.0,1.3,-14,-1
O=C(OCc1nnc(-c2ccccc2)o1)c1cc(=O)c2ccccc2o1,-0.23,78,-17,9,0.1,0.2,0.4,-11,2
COc1ccc(-n2c(Cc3cccn3C)nnc2SCC(=O)NCCc2ccccc2)cc1,-0.56,63,-44,16,-1.2,0.1,1.1,-8,-1
Cc1ccc(N=Cc2cccc(O)c2O)c(C)c1,0.69,77,2,12,-0.52,-1.2,-0.4,21,7
Cc1nnc(Nc2ccccn2)c2ccccc12,-0.29,61,/,6,0.23,/,-0.4,-9,/
CCOC(=O)N1CCN(C(=O)Cn2c(C)cc3ccccc3c2=O)CC1,1.1,124,6,13,-0.62,-0.5,0.3,1,3
CCOC(=O)c1c(CN(CC)CC)oc2cc(Br)c(O)cc12,-2*,83,-46,19,-0.43,-0.5,0.9,16,-4
CC(=O)c1cc(F)c(N2CCN(C(=O)Cc3ccccc3)CC2)cc1C,-0.22,104,/,13,-1.5,-1.4,-0.4,6,10
COc1ccc(C2CC(c3cccc(C)c3)n3ncnc3N2)cc1 (centres undefined),0.065,80,5,2,-0.0048,-0.3,0.0,-5,0
CCN(CC)S(=O)(=O)c1cccc(-c2nnc(SCC#N)n2Cc2ccccc2)c1,-0.27,87,-15,10,1.6,-0.4,-0.8,2,-1
CCOc1ccc(-c2n[nH]c(C)c2-c2ccccc2OC)c(O)c1,0.68,42,18,10,-0.23,-0.4,0.1,-7,23
Cc1c(Cl)cccc1-n1nnnc1-c1cccs1,0.32,87,3,-3,0.27,0.0,0.1,7,-1
COc1cccc2c(=O)n(CC(=O)NC3CCCCC3)ccc12,-0.16,95,9,5,-0.83,-1.6,0.8,-1,6
CC(=O)Nc1sc2c(c1C#N)CCCCC2,0.12,90,-32,-2,-0.095,-0.7,-0.3,-12,-1
COc1ccc(-c2nc(N3CCCC3)nc3nn4c(C)cc(C)nc4c23)cc1,0.1,75,-18,4,0.094,0.3,0.1,-1,2
COCC(=O)NC(c1ccccc1)c1ccccc1,-0.34,137,-3,12,13*,-0.8,-1.2,3,7
COc1ccc(-c2noc(COc3ccc4c(c3)OCO4)n2)cc1OC,0.12,78,/,10,-0.071,-0.8,1.1,-2,-5
COc1ccc(OC)c(NC2c3ncccc3C(=O)N2Cc2ccco2)c1 (centres undefined),-0.13,98,-1,6,-0.64,2.0,-0.7,-14,0
Cc1ccc(C)c(NC(=O)CCN2CCOCC2)c1,0,103,/,9,0.36,-1.0,-0.3,-1,-7
c1ccc(C2C3=C(CCCC3)Nc3ncnn32)cc1 (centres undefined),-0.03,127,9,12,-0.76,-0.3,0.2,3,-2
O=C(CCCc1cccs1)N1CCN(S(=O)(=O)c2ccccc2Br)CC1,0.0099,88,28,5,-0.82,-0.1,0.1,11,3
CSCC[C@H](NC(=O)CCn1nnc2ccccc2c1=O)C(=O)O,0.46,78,-13,5,-1,-3.9,1.3,1,2
Cc1ncn(C23CC4CC(CC(O)(C4)C2)C3)n1,-0.027,61,-6,13,-0.85,-0.3,0.0,2,-7
Nc1c(C(=O)NCCN2CCOCC2)c2nc3ccccc3nc2n1CCc1ccccc1F,0.21,65,-64,-6,0.22,7.2,3.9,-7,-6
O=C(CC(=O)c1ccccc1)Nc1ccc2c(c1)OCCO2,-0.008,111,-9,-53,0.35,-0.3,-1.1,-7,-2
O=C(CN1CCN(c2ccccn2)CC1)N1c2ccccc2Sc2ccc(C(F)(F)F)cc21,-4*,106,9,14,-0.3,-0.6,-0.6,-1,5
Cc1c(N=Cc2c(O)n(Cc3ccco3)c(=O)c3ccccc23)c(=O)n(-c2ccccc2)n1C,-2.8*,83,-15,16,-0.027,0.0,2.4,-28,-7
Cc1cc(C)nc(SCc2nnc(SCC(=O)N3CCCc4ccccc43)o2)n1,0.66,141,13,12,-0.24,-1.1,-1.8,4,-4
N#Cc1ccsc1NC(=O)COC(=O)CCCSc1nc2ccccc2s1,0.13,75,6,15,0.022,0.7,-1.4,6,-10
CCCCNc1nc2ccccc2n1CC(=O)N1CCc2ccccc2C1,-1.5,103,6,15,-0.07,-0.8,0.3,5,7
CCCOc1ccc2oc(=O)c3c(c2c1)CCCN3C(=O)CN1CCN(c2ncccn2)CC1,0.36,85,-46,0,-0.051,2.8,-0.5,-3,-7
N#Cc1ccc(-c2ccco2)nc1SCC(=O)c1ccc(Cl)cc1,0.3,61,27,/,12,-3.4,-1.6,17,/
CCOCCCNCc1ccc(OC)c(OC)c1,-1.4,68,10,17,0.8,0.3,0.2,-8,-3
COc1cccc(OC)c1C(=O)Nc1cc(Cl)ccc1N1CCOCC1,0.047,107,12,13,0.079,-0.6,-0.4,7,0
CCN(CC)C(=O)c1sc2nc(-c3ccncc3)[nH]c(=O)c2c1C,0.022,104,5,16,0.08,1.2,0.6,2,1
C=CCNCc1cccn1-c1ccccc1,0.13,89,-24,10,-0.07,-0.4,0.6,-10,-6
CCOC(=O)N1CCN(c2nc(=S)n(-c3ccccc3)c(C)c2C(C)=O)CC1,-0.17,100,-21,7,0.2,-0.5,-0.4,7,13
# Going on with the list.
SMILES,M1 antagonist,HER2 expr 66K,S1P1 ag pot,HEK293 NFkB inh,M1 agonist,S1P3 ag,5HT1E ag,5HT1E antag,Jurkat viability
Cn1c(=O)cc(OCC(=O)NCCCN2CCN(c3cccc(Cl)c3)CC2)c2ccccc21,0.18,93,-9,6,-1,-0.3,9.3*,2,8
Cc1nc2ccccc2cc1O,-0.55,155,12,/,0.011,-5.2,-1.2,18,/
CCN(CCCNC(=O)CN(C)S(=O)(=O)c1cccc2nsnc12)c1ccccc1,-0.12,77,5,19,-0.55,-0.6,0.2,14,0
O=C(c1ccco1)N1CCCC(c2nc(-c3ccc(S(=O)(=O)NCc4ccccc4)cc3)no2)C1 (centres undefined),-0.73,/,/,18,5.6,/,0.8,-6,/
CCCCOc1ccc(-c2nnc(-c3ccncc3)o2)cc1,-0.49,127,46,-8,2.7*,-1.3,0.2,-9,-1
Cc1c(C#N)c2ccccc2n1CC(=O)N1CCCC1,-0.062,131,-13,5,0.4,1.4,-0.4,9,1
O=c1cc(-c2ccncc2)oc2ccccc12,-0.0072,98,-20,13,-0.37,-1.2,0.1,7,-8
Cc1oc(/N=C/c2cccc3ccccc23)c(C#N)c1C,-0.22,92,-19,11,0.55,0.2,0.3,0,-3
O=C(Nc1ccc2c(c1)OCCO2)c1cncc(Br)c1,-0.16,189,/,-22,0.056,-1.1,0.5,-3,-1
COc1ccc(C(=O)/C=C/Nc2cccc(C)n2)cc1OC,-0.57,81,23,/,1.9,1.1,0.7,4,/
O=c1[nH]c(CN2CCN(Cc3ccccc3)CC2)nc2sc3c(c12)CCC3,-0.05,98,-11,7,0.52,1.5,-0.3,-5,3
